RGS4 act – RGS4 potentiators or activators, primary screen, cell-based, HEK293 M3R inducible RGS4, calcium flux; carbachol calcium flux Fluo4; hits give low values; hit rate 0.92% among 310,000; B-score at 10 µM; AID 463111, 2010;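 active = B-score of the integrated calcium signal more than 4 SD below the library mean, with starting fluorescence not abnormally high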;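 also: negative B-score means reduced calcium response which marks RGS4 activation or potentiation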
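test system = HEK293 cells with stable M3R and inducible RGS4 | schedule = recording 10 s baseline at 1 Hz, 100 s post-agonist | technique = Fluo4-AM (2 µM) calcium-flux fluorescence, kinetic read | measure = Agonist-evoked peak-minus-minimum fluorescence over baseline, integrated ratio, B score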
RGS4 inh – RGS4 inhibitors, primary screen, cell-based, HEK293 M3R inducible RGS4, calcium flux; Regulator of G-protein signaling 4 (Homo sapiens), P49798; Fluo-4 calcium flux; hits give high values; triggered by carbachol at its EC20; B-score at 10 µM; hit rate 0.45% among 310,000;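 active = B-score, a plate-corrected calcium signal, over three deviations above library mean, with baseline fluorescence within five deviations of library mean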;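 also: RGS4 expression induced by doxycycline in cells with stable M3 receptor; B-score is computed from the integrated fluorescence ratio over baseline after carbachol; higher B-score means a larger calcium signal and so more RGS4 inhibition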
hERG protect – hERG rescue from dofetilide block, primary screen, cell-based, CHO-hERG, FluxOR thallium flux, dofetilide IC70 | Voltage-gated inwardly rectifying potassium channel KCNH2 (Homo sapiens), Q12809 | hit rate 0.51% among 310,000 | dofetilide IC70 present | activation (rescue from dofetilide block), less the hit threshold, % at 10 µM | AID 1511, 2009;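 active = activation above the mean of controls blocked by dofetilide plus 5 SD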;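 also: thallium influx through hERG after potassium depolarization seen as dye fluorescence rise; in these data hits start at about 4.7%; inactives centre near -7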
TMEM16A inh – TMEM16A chloride channel inhibitors, primary screen, cell-based, HTS; Anoctamin-1 (Mus musculus), Q8BHY3; HEK293 TMEM16A/YFP iodide influx fluorescence, ionomycin; normalized B-score (activity score, 25-100; higher = stronger inhibition) at 10 µM; hit rate 1.2% among 310,000;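 active = ratio plate-corrected score three or more library SD toward inhibition, starting fluorescence score within five deviations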;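 also: score derived from kinetic fluorescence span divided by baseline fluorescence per well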
Target sequence (Q8BHY3 whole entry, looked up): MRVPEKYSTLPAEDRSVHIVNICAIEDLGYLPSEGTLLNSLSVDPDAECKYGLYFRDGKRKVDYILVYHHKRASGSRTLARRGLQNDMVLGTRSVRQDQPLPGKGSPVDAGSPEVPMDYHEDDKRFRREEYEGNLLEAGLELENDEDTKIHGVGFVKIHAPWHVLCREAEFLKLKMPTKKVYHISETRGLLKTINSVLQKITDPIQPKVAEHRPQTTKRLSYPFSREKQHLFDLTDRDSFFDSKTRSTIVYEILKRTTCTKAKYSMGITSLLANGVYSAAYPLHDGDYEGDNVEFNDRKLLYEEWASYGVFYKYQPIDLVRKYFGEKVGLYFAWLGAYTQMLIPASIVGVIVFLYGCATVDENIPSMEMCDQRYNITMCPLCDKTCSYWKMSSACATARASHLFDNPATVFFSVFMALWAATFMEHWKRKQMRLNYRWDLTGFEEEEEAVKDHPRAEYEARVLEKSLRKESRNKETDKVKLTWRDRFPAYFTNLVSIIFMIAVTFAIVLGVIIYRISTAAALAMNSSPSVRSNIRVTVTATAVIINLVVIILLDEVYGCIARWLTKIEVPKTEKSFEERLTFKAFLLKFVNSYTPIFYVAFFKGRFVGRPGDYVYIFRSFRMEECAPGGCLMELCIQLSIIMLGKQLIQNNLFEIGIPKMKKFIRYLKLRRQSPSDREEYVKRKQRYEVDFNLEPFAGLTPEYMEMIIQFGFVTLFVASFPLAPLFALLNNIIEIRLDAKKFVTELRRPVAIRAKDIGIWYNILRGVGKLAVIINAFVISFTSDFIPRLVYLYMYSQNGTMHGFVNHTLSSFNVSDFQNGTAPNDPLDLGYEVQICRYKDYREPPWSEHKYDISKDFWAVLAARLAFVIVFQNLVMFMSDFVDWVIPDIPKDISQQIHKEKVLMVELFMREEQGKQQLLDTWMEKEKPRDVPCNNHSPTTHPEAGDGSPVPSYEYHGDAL
KCNQ1 pot – potentiators or activators of KCNQ1 channel, primary screen, cell-based, thallium flux, high-throughput; CHO-K1 KCNQ1, thallium flux FluxOR fluorescence; hits give high values; B-score at 10 µM; hit rate 0.35% among 310,000; AID 2648, 2010;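 active = fluorescence ratio B-score, a plate-corrected score, at least three library SD, with initial intensity B-score within 5 SD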
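Medium – assay buffer, equal DMSO in all wells · Material – CHO-K1 cell line with stable KCNQ1 potassium channel expression · Signal – kinetic FluxOR thallium fluorescence, 10-s 1-Hz baseline, 110-s post-stimulus read · Compound – single concentration per compound, DMSO matched to controls · Schedule – 37 °C overnight plating, 90-min dark dye load, 20-min compound pretreatment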
KCNK9 block – KCNK9 potassium channel inhibitors, primary screen, HEK293 cells, thallium flux; AID 488922, 2010; FluxOR thallium flux fluorescence; hits give low values; hit rate 1.2% among 310,000; Potassium channel subfamily K member 9 (Homo sapiens), Q9NPC2; B-score at 10 µM;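 active = ratio B-score over 3 SD below the library mean, with starting fluorescence within 5 SD of its mean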;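 also: negative B-score means less thallium flux so channel inhibition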
TMEM16A act – TMEM16A chloride channel activators or potentiators, primary screen, cell-based, HTS; Anoctamin-1 (Mus musculus), Q8BHY3; HEK293 TMEM16A/YFP-H148Q/I152L, iodide quench fluorescence; hits give low values; B-score at 10 µM; hit rate 0.3% among 340,000;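 active = fluorescence-ratio B-score plate-corrected deviation score at least 3 library SD below zero, with starting fluorescence score within 5 deviations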;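 also: channel opened by trigger with iodide after compound preincubation; score built on the fluorescence ratio of max minus min over baseline; more negative score means more quench and so TMEM16A activation or potentiation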
KCNK3 inh – human KCNK3 channel inhibitors, primary screen, CHO cells, FluxOR thallium flux, B-score. Potassium channel subfamily K member 3 (Homo sapiens), O14649. FluxOR fluorescence; hits give low values. B-score at 10 µM. hit rate 0.84% among 340,000. AID 602410, 2012;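 active = B-score under library mean minus 4 SD, starting fluorescence ratio at most library mean plus 5 SD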;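 also: more negative B-score means stronger inhibition of thallium flux through KCNK3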
KCNQ1 block – inhibitors of human KCNQ1 channel, primary screen, cell-based, thallium flux, high-throughput. CHO-K1 KCNQ1, FluxOR thallium flux fluorescence; hits give high values. Potassium voltage-gated channel subfamily KQT member 1 (Homo sapiens), P51787. AID 2642, 2010. B-score at 10 µM. hit rate 1.3% among 310,000;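 active = compounds whose thallium flux B-score, printed positive for inhibition, exceeds three library SD while starting fluorescence stays within three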;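 also: channel opened by potassium depolarization with thallium stimulus after 20 min compound exposure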
HDAC3 inhib – HDAC3 deacetylase inhibitors, primary screen, biochemical, fluorescence, cell-free homogeneous; hit rate 0.15% among 320,000; recombinant HDAC3, fluorogenic peptide/trypsin coupled; AID 2718, 2010; Histone deacetylase 3 (Homo sapiens), O15379; inhibition, % at 8.3 µM; in the data active = inhibition above about 26%, passing the limit was not always enough
SKKanGAS inh – S. pyogenes SKKanGAS growth inhibitors in kanamycin, primary screen, streptokinase expression inhibitor project, SKKanGAS strain, BacTiter-Glo luminescence; 6 h; inhibition, % at 7.5 µM; hit rate 1.3% among 300,000; AID 1662, 2009;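 active = mean replicate score, as percent of positive control median, at least 50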;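 also: strain carries kanamycin resistance gene driven by streptokinase promoter and grows in 40 µg/ml kanamycin; loss of luminescence reflects streptokinase promoter inhibition or plain growth inhibition; 0% = median of DMSO wells and 100% = positive control at its reference dose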
* = called active by the depositor; i = inactive; / = no result given. An unsorted share of the library (roughly 6.3% active in at least one column).

SMILES | RGS4 act | RGS4 inh | hERG protect | TMEM16A inh | KCNQ1 pot | KCNK9 block | TMEM16A act | KCNK3 inh | KCNQ1 block | HDAC3 inhib | SKKanGAS inh
COc1ccc(C)cc1S(=O)(=O)NCC(c1ccc2c(c1)OCO2)N1CCOCC1 (configuration not stated) | i | i | -15 | i | i | i | i | i | i | 1 | -5
CCOc1ccccc1NC(=O)CSc1nc(=O)n(Cc2ccccn2)c2c1CCC2 | i | i | -13 | i | i | i | i | i | i | -10 | 38
CC(C(=O)NC1CC(C)(C)NC(C)(C)C1)c1ccc([N+](=O)[O-])cc1 (configuration not stated) | i | i | -8 | i | i | i | i | i | i | 8 | -4
CCOc1ccccc1NC(=O)Nc1ccc(Br)cc1C | i | i | -2 | i | i | i | i | i | i | 2 | -9
COc1ccc(NC(=O)CC2SC(=N)N(c3ccccc3)C2=O)c(OC)c1 (configuration not stated) | i | i | -2 | i | i | i | i | i | i | -8 | -2
Cc1nc(Cl)sc1C(=O)Nc1cccc2ccccc12 | i | i | -4 | i | i | i | i | i | i | 2 | -5
COc1ccc(OC)c(NC(=O)Cn2c(=O)n(CC(=O)NCc3ccco3)c(=O)c3ccccc32)c1 | i | i | -7 | i | i | i | i | i | i | 3 | 1
CNC(=O)COC(=O)Cc1ccc(Cl)cc1 | i | i | -9 | i | i | i | i | i | i | -4 | -3
CCOCCCN(C(=O)CNC(=O)c1ccco1)C(C(=O)NC1CCCC1)c1cccc(OC)c1 (configuration not stated) | i | i | -9 | i | i | i | i | i | i | 1 | 4
Cc1cc(=O)[nH]c(Nc2ccccc2C)n1 | i | i | 0 | i | i | i | i | i | i | 2 | 0
COCCNC(=O)c1ccccc1NC(=O)c1cc(OC)cc(OC)c1 | i | i | -6 | i | i | i | i | i | i | 3 | -4
OCC1(CCc2ccccc2)CCCN(CCCc2ccccc2)C1 (configuration not stated) | i | i | -5 | i | i | i | i | i | i | 12 | 4
c1ccc(C2OCC3(CO2)COC(c2ccccc2)OC3)cc1 (configuration not stated) | i | i | -12 | i | i | i | i | i | i | -8 | 3
COc1ccc(-c2cc(C)no2)cc1S(=O)(=O)N1CCOc2ccccc21 | i | i | -9 | i | i | i | i | i | i | 0 | 1
Clc1ncc(Cn2cccn2)s1 | i | i | -10 | i | i | i | i | i | i | 0 | 11
CC(=O)NC(Cc1ccc(F)cc1)C(=O)N1CCN(C(=O)NCc2ccccc2)CC1 (configuration not stated) | i | i | -6 | i | i | i | i | i | i | -1 | 5
ON=Cc1cccn1-c1ccccc1 | i | i | -2 | i | i | i | i | i | i | / | 4
CC(C)OCCCNc1ncc2c(n1)CC(c1ccc(N(C)C)cc1)CC2=O (configuration not stated) | i | i | -8 | i | i | i | i | i | i | 3 | 5
O=C(C1CCCN(S(=O)(=O)c2cc(Cl)ccc2Cl)C1)N1CCCCCC1 (configuration not stated) | i | i | -14 | i | i | i | i | i | i | 1 | -4
OC1(c2ccc(F)cc2)CCN(Cc2ccccc2)C1 (configuration not stated) | i | i | 2 | i | i | i | i | i | i | 1 | -3
CCCCNc1ccc(C(CC(N)=O)NC(=O)c2ccccc2)cc1[N+](=O)[O-] (configuration not stated) | i | i | -3 | i | i | i | i | i | i | 9 | 6
CCOc1cc(C(=O)NCC2CCCO2)cc(OCC)c1OCC (configuration not stated) | i | i | -8 | i | i | i | i | i | i | 0 | 6
c1ccc(Oc2ncnc3sccc23)cc1 | i | i | -11 | i | i | i | i | i | i | 0 | 1
COc1ccc(Cc2nc3ccc(S(=O)(=O)N4CCOCC4)cc3[nH]2)cc1 | i | i | -11 | i | i | i | i | i | i | -2 | -2
CCCCC(=O)Nc1nnc(-c2ccc(OC)cc2)s1 | i | i | -2 | i | i | i | i | i | i | -7 | 26
CNc1nc(N)c(C(=O)Nc2cc(C)on2)s1 | i | i | -8 | i | i | i | i | i | i | 2 | 4
CCN(Cc1ccccc1)C(=O)COC(=O)c1cc(=O)[nH]c2ccccc12 | i | i | -15 | i | i | i | i | i | i | -6 | 0
Cc1cc(NC(=O)c2cc(-c3ccc(C)c(C)c3)nc3ccccc23)no1 | i | i | -14 | i | i | i | i | i | i | -3 | 13
O=C(O)C(=O)/C(=C\c1ccsc1)c1ccc2ccccc2n1 | i | i | -2 | i | i | i | i | i | i | 9 | -1
Cc1ccc(OCCC(=O)OCC(=O)NCCc2ccc(Cl)cc2)cc1 | i | i | -15 | i | i | i | i | i | i | 4 | -3
COc1ccc(-c2nnc(-c3cc(OC)c(OC)c(OC)c3)o2)cc1OC | i | i | -24 | i | i | i | i | i | i | -1 | 2
Cc1ccc(NC(=O)CNCc2ccc(Cl)cc2Cl)cc1S(=O)(=O)N(C)C | i | i | -11 | i | i | i | i | i | i | 2 | -2
O=C(CCS(=O)(=O)c1ccccc1)N(CCCN1CCOCC1)c1nc2ccccc2s1 | i | i | -6 | i | i | i | i | i | i | 2 | -2
O=C(CN1C2CCCC1CC(NC(=O)C1CCCCC1)C2)NCc1ccc(F)cc1 (configuration not stated) | i | i | -11 | i | i | i | i | i | i | 0 | 5
Cc1[nH]c2c(C)cccc2c1CN1CCC(CO)(Cc2ccccc2)CC1 | i | i | -9 | i | i | i | i | i | i | / | -7
O=C(NCC1CCCO1)C1CC(=O)N(c2ccc(F)c(Cl)c2)C1 (configuration not stated) | i | i | -10 | i | i | i | i | i | i | 6 | -1
CN(C)c1cc(N/N=C/c2ccc(Cl)cc2)nc(N(C)C)n1 | i | i | -11 | / | i | i | i | i | 7* | / | -21
O=C(Nc1ccc(Cl)c(Cl)c1)Nc1ccc(Br)cc1F | i | i | -29 | i | i | i | i | i | 7* | -7 | 27
CNC(=O)CSc1nnnn1-c1cc(C)ccc1C | i | i | -7 | i | i | i | i | i | i | 4 | 2
COc1ccc(N2CC(C(=O)N3CCN(c4ccccc4)CC3)CC2=O)cc1 (configuration not stated) | i | i | -10 | i | i | i | i | i | i | 7 | -5
O=C1NC2(CCCCC2)N=C1c1ccc(F)cc1 | i | i | -8 | i | i | i | i | i | i | 7 | 0
CCCCNc1nc(-c2ccccc2)c(C(=O)OCC)cc1C#N | i | i | -5 | i | i | i | i | i | i | 0 | -5
COc1ccc(S(=O)(=O)N2CCOC2CNC(=O)C(=O)NCc2cccnc2)cc1OC (configuration not stated) | i | i | -10 | i | i | i | i | i | i | 5 | -8
CC(=O)Nc1cccc(NC(=O)c2ccc(C(=O)Nc3cccc(NC(C)=O)c3)nc2)c1 | i | i | -2 | i | i | i | i | i | i | -1 | 1
CCOC(=O)N1CCN(C(=O)c2cc(COc3ccc(F)cc3F)on2)CC1 | i | i | -8 | i | i | i | i | i | i | -1 | -4

Retrieved by structure from the entries so far, 4 records:
SMILES | RGS4 act | RGS4 inh | hERG protect | TMEM16A inh | KCNQ1 pot | KCNK9 block | TMEM16A act | KCNK3 inh | KCNQ1 block | HDAC3 inhib | SKKanGAS inh
COc1ccc(N2CC(C(=O)N3CCN(c4ccccc4)CC3)CC2=O)cc1 (configuration not stated) | i | i | -10 | i | i | i | i | i | i | 7 | -5
CNC(=O)CSc1nnnn1-c1cc(C)ccc1C | i | i | -7 | i | i | i | i | i | i | 4 | 2
O=C(Nc1ccc(Cl)c(Cl)c1)Nc1ccc(Br)cc1F | i | i | -29 | i | i | i | i | i | 7* | -7 | 27
CCCCNc1nc(-c2ccccc2)c(C(=O)OCC)cc1C#N | i | i | -5 | i | i | i | i | i | i | 0 | -5

More entries follow.
SMILES | RGS4 act | RGS4 inh | hERG protect | TMEM16A inh | KCNQ1 pot | KCNK9 block | TMEM16A act | KCNK3 inh | KCNQ1 block | HDAC3 inhib | SKKanGAS inh
COc1ccc(S(=O)(=O)n2ccc(-c3cnc(-c4ccccc4)s3)n2)cc1 | i | i | -8 | i | i | -10* | i | i | i | 7 | -22
O=C(Nc1ccccn1)c1cccs1 | i | i | -5 | i | i | i | i | i | i | -6 | -1
COc1ccc(-c2csc(NC(=S)NC(=O)c3ccc4ccccc4c3)n2)cc1OC | i | i | -3 | i | i | i | i | i | i | / | 4
CCC(CC)c1nc2ccccc2c(=O)[nH]1 | i | i | -3 | i | i | i | i | i | i | -9 | 0
Cc1nn2c(=O)c(NC(=O)c3ccc(F)cc3)cnc2s1 | i | i | -8 | i | i | i | i | i | i | 2 | -17
COC(=O)N1CCN(c2ccc(OC)cc2)CC1 | i | i | -6 | i | i | i | i | i | i | -4 | -2
Cc1cccc(CN2CCC(Oc3ccc(C(=O)N4CCCC4)cc3)CC2)n1 | i | i | -1 | i | i | i | i | i | i | -2 | -1
COc1ccc(C(=O)O)cc1N1C(=O)Nc2ccccc2N1O | i | i | -10 | i | i | i | i | i | i | 0 | -15
COc1ccc(N2CCN(S(=O)(=O)CCNC(=O)Cc3ccc([N+](=O)[O-])cc3)CC2)cc1 | i | i | -7 | i | i | i | i | i | i | -1 | 2
CCCCc1cc(=O)oc2c3c(cc(OCC(=O)N4CCC[C@H]4C(=O)O)c12)OC(C)(C)CC3 | i | i | -7 | i | i | i | i | i | i | -103 | 1
CCOC(=O)N1CCC(N2CCN(S(=O)(=O)c3ccc4ccccc4c3)CC2)CC1 | i | i | -8 | i | i | i | i | i | i | 7 | -2
COC(=O)[C@H](Cc1ccccc1)NC(=O)N1CCCCCC1 | i | i | -7 | i | i | i | i | i | i | -9 | -2
